EPAC1 ag: EPAC1 (human) agonism; AID 720707; 0.073% of 360,000 active; EPAC1 agonist qHTS, biochemical assay; response scale: 100% = response to 6.5 mM cAMP; Potency, µM (top dose mostly 154 µM), for inactives: at the highest dose activation, hits mostly activators; further: potency means the concentration at half of the fitted maximal effect; nearly all actives have a fitted effect of over 60% in size
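EPAC1 100 nM, Rap1B–BODIPY-GDP 250 nM, unlabeled GDP 50 uM; compound titration; 5 min RT; kinetic read ex480/em540 at 5-min intervals ×30 min; data normalized to 6.5 mM cAMP agonist control.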
MmCpn inh: blocks the Methanococcus maripaludis chaperonin Mm-Cpn. Potency, µM (doses to about 76.9 µM), without a hit: at the highest dose activity, negative = inhibition, hits mostly inhibitors. AID 504842. purified Mm-Cpn ATPase, ADP Transcreener TR-FRET. 0.031% of 330,000 active; further: potency means the concentration at half of the fitted maximal effect; on the % scale 0 is the no-effect control and ±100 the full control effect; nearly all actives have a fitted effect of over 80% in size
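ATP (10 uM final) was added to archaeal chaperonin (25 nM final) after 10 min exposure to test compound at 37°C; after 30 min further incubation, ADP was detected by competitive TR-FRET.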
WRN inhibitor: WRN helicase (human) inhibition; Q14191; Potency, µM (titrated, usually from 114 µM), for inactives: at the top dose activity change, negative = inhibition, hits mostly inhibitors; AID 651768; WRN helicase unwinding, fluorescent forked duplex, kinetic; 0.46% of 360,000 active; further: potency means the concentration at half of the fitted maximal effect; on the % scale 0 is the no-effect control and ±100 the full control effect; nearly all actives have a fitted effect of over 55% in size
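Kinetic red-fluorescence monitoring (525/598 nm) tracks WRN helicase activity after 100 nM fluorophore-quencher forked duplex and 2 mM ATP are added to 20 nM enzyme pretreated 15 min at room temperature with compound.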
PLK1 PBD inh: PLK1 (human) polo-box domain binding inhibition | P53350 | Plk1 PBD binding of FITC phosphopeptide, fluorescence polarization | Potency, µM, for the others: max response, negative = inhibition, hits mostly inhibitors | 2.8% of 360,000 active | AID 720504; further: potency means the concentration at half of the fitted maximal effect; series mostly up to about 57 µM; on the % scale 0 is the no-effect control and ±100 the full control effect; nearly all actives have a fitted effect of over 65% in size
Target sequence (P53350 whole entry, looked up, the tested form may be a part): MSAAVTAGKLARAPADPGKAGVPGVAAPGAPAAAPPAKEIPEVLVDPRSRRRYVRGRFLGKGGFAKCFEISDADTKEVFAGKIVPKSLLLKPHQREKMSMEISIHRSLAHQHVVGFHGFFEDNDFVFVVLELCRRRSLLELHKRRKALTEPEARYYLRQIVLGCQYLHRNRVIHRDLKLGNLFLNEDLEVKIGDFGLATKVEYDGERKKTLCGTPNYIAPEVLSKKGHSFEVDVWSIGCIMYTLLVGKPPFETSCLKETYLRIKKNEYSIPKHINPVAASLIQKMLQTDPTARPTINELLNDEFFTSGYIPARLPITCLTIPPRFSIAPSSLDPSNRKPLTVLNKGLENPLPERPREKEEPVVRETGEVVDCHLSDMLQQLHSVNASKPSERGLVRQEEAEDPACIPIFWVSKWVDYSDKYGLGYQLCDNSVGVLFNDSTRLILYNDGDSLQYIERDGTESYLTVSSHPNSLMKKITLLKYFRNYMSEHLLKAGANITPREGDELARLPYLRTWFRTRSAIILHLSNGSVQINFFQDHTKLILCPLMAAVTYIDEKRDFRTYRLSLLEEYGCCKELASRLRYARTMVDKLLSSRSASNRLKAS
EPAC2 antagonist: EPAC2 (human) antagonism; Q8WZA2; Potency, µM (titrated, usually from 114 µM), inactives show at the top dose activity, negative = inhibition, hits mostly inhibitors; AID 720708; EPAC2 GEF exchange of Rap1B-BODIPY-GDP, fluorescence; 0.18% of 360,000 active; further: potency means the concentration at half of the fitted maximal effect; on the % scale 0 is the no-effect control and ±100 the full control effect; nearly all actives have a fitted effect of over 45% in size; many of its hits are not listed in these tables
EPAC1 antag: antagonists of human EPAC1; Potency, µM (doses to about 115 µM), without a hit: top-dose activity change, negative = inhibition, hits mostly inhibitors; 0.14% of 360,000 active; O95398; EPAC1 GEF assay, Rap1b-BODIPY-GDP exchange fluorescence;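 further: potency means the concentration at half of the fitted maximal effect; plate controls were vehicle for no effect and positive control for full effect; nearly all actives have a fitted effect of over 50% in size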
CCT modulator: changes cytosolic chaperonin activity | purified chaperonin ATPase assay, HTRF ADP detection, 30 min | 0.3% of 360,000 active | activity change, % (test concentration not listed), hits read low; in the data active means activity change below about -30%; further: on the % scale 0 is the no-effect control and ±100 the full control effect
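First, chaperonin was dispensed at 40 nM or 20 nM final depending on batch activity. Next, compounds were pinned at 76 uM and ATP added at 10 uM. After 30 min at 37 °C, ADP detection reagents ran 30 min at ambient temperature.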
PI5P4Ka inh: blocks human PI5P4K alpha kinase activity; PI5P4Kalpha enzyme, ADP-Glo luminescence, 60 min; stronger effect = lower value; AID 652105; 1.2% of 330,000 active; max response, %; active means max response of -50% or lower; inconclusive means between -30% and -50%; inactive means -30% or higher; further: value at the top dose of about 77 µM; on the % scale 0 is the no-effect control and ±100 the full control effect
Target sequence (P48426 whole entry, looked up): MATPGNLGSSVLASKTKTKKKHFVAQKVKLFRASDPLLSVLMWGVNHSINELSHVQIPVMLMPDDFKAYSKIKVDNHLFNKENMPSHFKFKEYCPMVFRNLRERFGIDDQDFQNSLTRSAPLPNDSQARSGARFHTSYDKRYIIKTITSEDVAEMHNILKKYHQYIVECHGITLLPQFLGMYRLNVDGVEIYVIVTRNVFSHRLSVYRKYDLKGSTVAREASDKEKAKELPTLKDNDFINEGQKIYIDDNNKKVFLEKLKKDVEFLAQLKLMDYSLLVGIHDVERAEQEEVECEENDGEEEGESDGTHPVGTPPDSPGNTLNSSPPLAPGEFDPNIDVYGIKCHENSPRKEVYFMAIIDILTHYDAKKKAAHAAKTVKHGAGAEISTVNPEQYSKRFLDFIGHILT
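Compounds were pin-transferred onto PI5P4Kalpha and substrate in HEPES pH 7.4 buffer with EGTA, CHAPS and 5% DMSO. ATP (5 microM final) started the reaction, which ran 60 minutes at room temperature before ADP-Glo detection.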
Numbers without * were called inactive; ? = inconclusive; / = no result given; [ ] = remark or other dose. Unless noted, the call rests on the fitted dose curve; in most records, active means well fitted curve in the direction sought with a large enough effect; inconclusive means small, poorly fitted or top-dose-only effect, or another doubt; inactive means no such curve, though single readings can be large; an effect the other way counts as inactive or inconclusive. Only part of the results is shown (hit frequency here may not be typical).

Values run as follows: EPAC1 antag, EPAC1 ag, MmCpn inh, CCT modulator, EPAC2 antagonist, WRN inhibitor, PLK1 PBD inh, PI5P4Ka inh
1: CSCCC(NS(=O)(=O)c1ccc2c(c1)OCCO2)C(=O)N(C)Cc1ccc(C)cc1 (stereo not given)
→ -8%, -7%, -1%, -1.3, -3%, 3%, 1%, 3
2: Nc1nc(-c2cccnc2)nc2sc3c(c12)CCCC3
→ -13%, 4%, -9%, -1.4, -5%, 5%, -13%, 3
3: Cc1cccc(NC(=O)c2sc3nc(C)nc(N4CCOCC4)c3c2C)c1
→ -7%, 17%, /, -1.6, 8%, -1%, 2%, -4
4: CC12CCC(=O)N1C(C(=O)NCCN1C(=O)S/C(=C\c3ccc(OC(F)F)cc3)C1=O)CS2 (stereo not given)
→ 6%, 2%, 2%, -1.5, -1%, 2%, -14%, 5
5: O=C(COc1ccccc1[N+](=O)[O-])N/N=C/c1ccc(O)c([N+](=O)[O-])c1
→ -16%, 9%, 1%, 1.0, -17%, -12%, -11%, ?
6: COc1ccc(CCN(C)C(=O)c2cc(-c3ccccc3)nc3ccc(C)cc23)cc1OC
→ 7%, -2%, -2%, 0.7, -17%, -4%, -6%, 11
7: CC(=O)Nc1ccc(NC(=O)COC(=O)Cc2cccs2)cc1
→ 0%, 1%, 0%, -0.5, -8%, -13%, -8%, -2
8: Cc1ccc(S(=O)(=O)NCC(=O)N(CC(=O)NC2CCCC2)CC2CCCO2)cc1 (stereo not given)
→ 3%, 0%, -1%, 1.3, 5%, -5%, -13%, 8
9: Cc1ccc(NC(=O)CCC(=O)NNC(=S)Nc2ccccc2)c(C)c1
→ 6%, -9%, -2%, 1.8, -7%, -11%, 1%, 1
10: COc1ccc(C(C(=O)NC2CCCC2)N(C(=O)c2snc(-c3ccc(F)cc3)c2N)c2ccc(OC)cc2)cc1 (stereo not given)
→ 5%, -8%, -20%, -2.1, 0%[57.1 µM], 5%, -2%, 0
11: Cc1ccccc1OCCC(=O)OCC(=O)Nc1ccc(C(N)=O)cc1
→ ?, 5%, 2%, -1.4, -14%, -3%, -18%, -23
12: CC(C)(C)OC(=O)C[C@@H]1C/C=C\C[C@@H](CC(=O)N(CCO)Cc2ccccc2)C(=O)NCCOC1=O
→ 0%, -10%, -1%, -4.6, 17%, 5%, -12%, -5
13: O=C(/C=C/c1ccc(Cl)cc1)Nc1ccc(S(=O)(=O)Nc2ncccn2)cc1
→ -10%, 6%, 3%, -0.7, 10%, -5%, -5%, -5
14: O=C(Cc1coc2cc3c(cc12)CCC3)NC1CCCCCCC1
→ 9%, 17%, -5%, -2.8, 14%, -11%, -5%, 3
15: Cc1cc(C)c(S(=O)(=O)N2CCCC2)c(C)c1
→ 9%, 1%, -1%, -0.9, ?, 7%, 4%, -4
16: COc1ccc(C2/C(=C(/O)c3ccc(F)cc3)C(=O)C(=O)N2c2ccccn2)cc1OC (stereo not given)
→ 6%, 8%, -5%, -4.0, 2%, ?, 12µM*, -19
17: O=C(Nc1ccc2c(c1)OCO2)N1CCCc2ccccc21
→ -8%, 6%, -2%, -1.2, 0%, -3%, -11%, 7
18: CCCCOc1ccc(S(=O)(=O)N2CCCCC2)cc1
→ 2%, -1%, -3%, -2.1, -24%, 1%, 6%, 7
19: O=C(COC(=O)CN1C(=O)C2CCCCC2C1=O)NCc1ccc(Cl)cc1Cl (stereo not given)
→ -1%, 17%, 1%, -0.4, -6%, 3%, -9%, -1
20: CC(C)(O)C#Cc1ccc(CN2CCC(n3nccc3NC(=O)C3CC3)CC2)cc1
→ 1%, 1%, -3%, 0.5, 8%, -10%, -11%, -2
21: O=c1cc(O)nc(SCc2ccc(Cl)cc2)[nH]1
→ ?, 2%, -2%, 0.6, -10%, -22%, -12%, /
22: CCOC(=O)N1CCN(C(=O)COc2ccccc2OC)CC1
→ -5%, 5%, -1%, -2.6, -4%, -12%, -5%, /
23: Clc1ccc(N=C2SCC3CCCCN23)cc1 (stereo not given)
→ -2%, 20%, 2%, -2.0, ?, -3%, -29%, -6
24: Cc1ccc(SCCC(=O)N2CCC(C(N)=O)CC2)cc1
→ 0%, 4%, -1%, -1.5, -5%, -1%, 3%, 0
25: CCc1ccccc1OCC(=O)Nc1cc(S(=O)(=O)N2CCOCC2)ccc1N1CCCCC1
→ -2%, 5%, -9%, 1.4, -15%, -4%, 10%, -2
26: CCN1CCN(S(=O)(=O)c2ccc3c(c2)OCCO3)CC1
→ -1%, 9%, 0%, -0.3, -4%, 4%, -13%, /
27: O=C(COc1c(CO)cc(Br)cc1CO)NC1CCCc2ccccc21 (stereo not given)
→ -2%, -4%, -1%, 1.2, 13%, -3%, -9%, -13
28: CC(=O)Nc1ccc(NC(=O)CCc2nc3ccccc3c(=O)[nH]2)cc1
→ -4%, -4%, ?, -1.2, 5%, 1%, 0%, 0
29: CCCCn1c(N)c(N(CC(C)C)C(=O)C2CCN(S(=O)(=O)c3ccc(C)cc3C)CC2)c(=O)[nH]c1=O
→ -11%, -43%[inhibitor], -1%, 1.7, -8%, -20%, -9%, 5
30: COC(=O)Cn1c(=NC(=O)CSCC(=O)Nc2cc(C)on2)sc2ccccc21
→ -5%, -9%, -5%, -0.2, 1%, 4%, -19%, 3

The final 7 compounds of the part above come first, to join the parts.
Values run as follows: EPAC1 antag, EPAC1 ag, MmCpn inh, CCT modulator, EPAC2 antagonist, WRN inhibitor, PLK1 PBD inh, PI5P4Ka inh
24: Cc1ccc(SCCC(=O)N2CCC(C(N)=O)CC2)cc1
→ 0%, 4%, -1%, -1.5, -5%, -1%, 3%, 0
25: CCc1ccccc1OCC(=O)Nc1cc(S(=O)(=O)N2CCOCC2)ccc1N1CCCCC1
→ -2%, 5%, -9%, 1.4, -15%, -4%, 10%, -2
26: CCN1CCN(S(=O)(=O)c2ccc3c(c2)OCCO3)CC1
→ -1%, 9%, 0%, -0.3, -4%, 4%, -13%, /
27: O=C(COc1c(CO)cc(Br)cc1CO)NC1CCCc2ccccc21 (stereo not given)
→ -2%, -4%, -1%, 1.2, 13%, -3%, -9%, -13
28: CC(=O)Nc1ccc(NC(=O)CCc2nc3ccccc3c(=O)[nH]2)cc1
→ -4%, -4%, ?, -1.2, 5%, 1%, 0%, 0
29: CCCCn1c(N)c(N(CC(C)C)C(=O)C2CCN(S(=O)(=O)c3ccc(C)cc3C)CC2)c(=O)[nH]c1=O
→ -11%, -43%[inhibitor], -1%, 1.7, -8%, -20%, -9%, 5
30: COC(=O)Cn1c(=NC(=O)CSCC(=O)Nc2cc(C)on2)sc2ccccc21
→ -5%, -9%, -5%, -0.2, 1%, 4%, -19%, 3
31: CCOC(=O)c1sc(NC(=O)CN2CCCC2)c(C(=O)OCC)c1C
→ -1%, -3%, /, -3.5, -2%, -19%, -11%, 1
32: O=C(CSCc1ccccc1Br)Nc1ccccc1
→ -1%, 18%, 1%, -0.5, -18%, -1%, -7%, 11
33: Cc1ccc2c(O)c(Cc3ccccc3)c(=O)[nH]c2n1
→ -15%, -6%, /, 3.4, 2%, -1%[57.1 µM], 4%, 0
34: C=C(C)CN=C1SC(C(=O)Nc2sc3c(c2C(=O)OC)CCC3)C(N)=C1C(N)=O (stereo not given)
→ -12%, -6%, -4%, -0.5, -7%, -11%, -7%, -3
35: O=C1CC(NCc2ccc3c(c2)OCO3)C(=O)N1Cc1ccc2c(c1)OCO2 (stereo not given)
→ -1%, 4%, 0%, -2.5, -5%, -9%, 5%, -8
36: C/C(Cn1nc([N+](=O)[O-])cc1C)=N\NC(=O)COc1c(Cl)cc(Cl)cc1Cl
→ -14%, 7%, 4%, -1.0, -3%, -7%, -9%, 3
37: CCCn1c(SC(C(=O)Nc2cc(C)ccc2OC)c2ccccc2)nc2ccccc2c1=O (stereo not given)
→ 3%, 0%, 1%, -0.3, 9%, -1%, 1%, 8
38: Cc1cccc(-c2c(NC(=O)c3ccco3)oc3ccc(Cl)cc3c2=O)c1
→ -13%, 2%, 0%, 1.8, 0%, -15%, -13%, -3
39: O=S1(=O)CC(O)C(NCc2cccnc2)C1 (stereo not given)
→ -4%, 12%, 1%, -3.0, -6%, 0%, -12%, /
40: O=S(=O)(NCCc1cn2ccccc2n1)c1cccs1
→ 7%, -10%, 2%, -2.7, 8%, -13%, 2%, 8
41: Cc1ccc(CC2SC(=O)NC2=O)cc1Cl (stereo not given)
→ 5%, 2%, 0%, -0.3, 9%, 3%, ?, 4
42: Cc1cccc(NC(=S)N(CCCN2CCOCC2)C(C)c2cc3ccccc3o2)c1 (stereo not given)
→ -17%, 12%, 2%, -2.5, -28%, -5%, -6%, 2
43: COc1ccccc1CN(C(=O)CCl)C(C(=O)NC1CCCCC1)c1ccncc1 (stereo not given)
→ 18%, -5%, -3%, -1.0, 11%, 14%, -5%, ?
44: CCC1S/C(=N/N=C/c2cccs2)NC1=O (stereo not given)
→ -2%, -1%, -4%, -9.6, -3%, 0%, -11%, -1
45: CC(C)CC(=O)N1CCN(CC2CC=CCC2)CC1 (stereo not given)
→ 2%, -6%, 1%, 2.2, -3%, -3%, -3%, -7
46: COc1ccc(-c2cc(C(=O)Nc3nc4ccccc4s3)c3ccccc3n2)cc1OC
→ -9%, 14%, -20%, -1.2, -8%, 20%, ?, -2
47: CCCOC(=O)c1cccc(Nc2nc(-c3cccnc3)nc3ccccc23)c1
→ -9%, 5%, -7%, 0.2, 12%, -7%, 4%, 2
48: CC(C)[C@H](NC(=O)N1CCn2c1nc1ccccc12)C(=O)N[C@@H](Cc1ccccc1)C(=O)O
→ 0%, -3%, 1%, -2.1, 5%, 3%, -4%, 4
49: COC(C[C@@H]1O[C@@H]1[C@@H](O)[C@H](C)OCc1ccccc1)OC
→ 16%, -10%, 0%, -1.9, -10%, -8%, 4%, 2

Part of the list above, field by field:
#35 O=C1CC(NCc2ccc3c(c2)OCO3)C(=O)N1Cc1ccc2c(c1)OCO2 (stereo not given)
  EPAC1 antag: -1%; EPAC1 ag: 4%; MmCpn inh: 0%; CCT modulator: -2.5; EPAC2 antagonist: -5%; WRN inhibitor: -9%; PLK1 PBD inh: 5%; PI5P4Ka inh: -8
#41 Cc1ccc(CC2SC(=O)NC2=O)cc1Cl (stereo not given)
  EPAC1 antag: 5%; EPAC1 ag: 2%; MmCpn inh: 0%; CCT modulator: -0.3; EPAC2 antagonist: 9%; WRN inhibitor: 3%; PLK1 PBD inh: ?; PI5P4Ka inh: 4
#36 C/C(Cn1nc([N+](=O)[O-])cc1C)=N\NC(=O)COc1c(Cl)cc(Cl)cc1Cl
  EPAC1 antag: -14%; EPAC1 ag: 7%; MmCpn inh: 4%; CCT modulator: -1.0; EPAC2 antagonist: -3%; WRN inhibitor: -7%; PLK1 PBD inh: -9%; PI5P4Ka inh: 3
